High-throughput results from PubChem.
Pol beta inh = DNA polymerase beta (human) inhibition; 340,000 tested, 1.3% active; Pol beta primer extension/strand displacement, fluorescence kinetic; P06746; Potency, µM (series often up to 114 µM), for inactives: at the top dose activity change, negative = inhibition, actives largely listed as inhibitors; AID 485314; also: potency is read from the fitted curve at half-maximal effect; % is scaled to controls: 0 for no effect and ±100 for the full control effect
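Values derive from four-parameter Hill fits of normalized kinetic data: reads at 0 and 10 min following addition of 50 nM substrate to 10 nM Pol beta preincubated 15 min with compound.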
Pol iota inh = DNA polymerase iota (human) inhibition. Q9UNA4. Potency, µM (titrated, usually from 115 µM), for inactives: at the highest dose activity, negative = inhibition, usual class: inhibitors. Pol iota fluorescent replication assay, 10 min. 390,000 tested, 1% active; also: potency is read from the fitted curve at half-maximal effect
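Fluorescent replication assay read twice, at 0 min and 10 min after adding 50 nM (final) substrate. Enzyme (10 nM) and compounds were first incubated 15 min at room temperature; enzyme-free buffer wells were negative controls.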
BLM helicase inh = Bloom syndrome helicase (human) inhibition; recombinant BLM DNA unwinding, fluorescence dequenching; Potency, µM (highest dose often 56.1 µM), without a hit: at the top dose activity change, negative = inhibition, actives largely listed as inhibitors; 350,000 tested, 0.2% active;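 also: potency is read from the fitted curve at half-maximal effect; plate controls were vehicle for no effect and no enzyme for full effect; nearly all actives have a fitted effect of over 35% in size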
TRHR ag = activates the human TRH receptor; 360,000 tested, 0.18% active; TRHR cells, calcium flux fluo-8, FDSS agonist mode; AID 493084; P34981; activation, % at 2 µM; in the data active = activation above about 30%; also: 0% is about no effect
Target sequence (P34981 whole entry, looked up): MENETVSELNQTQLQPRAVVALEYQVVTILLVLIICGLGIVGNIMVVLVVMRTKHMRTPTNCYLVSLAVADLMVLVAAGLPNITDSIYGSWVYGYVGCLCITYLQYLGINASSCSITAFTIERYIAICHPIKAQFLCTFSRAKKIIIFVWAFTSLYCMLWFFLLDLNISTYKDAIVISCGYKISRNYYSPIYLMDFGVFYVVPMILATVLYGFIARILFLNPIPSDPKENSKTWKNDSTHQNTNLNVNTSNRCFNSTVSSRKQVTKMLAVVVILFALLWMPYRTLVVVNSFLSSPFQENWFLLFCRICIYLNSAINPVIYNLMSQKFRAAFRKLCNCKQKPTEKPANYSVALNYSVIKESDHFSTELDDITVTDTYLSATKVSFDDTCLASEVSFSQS
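TRHR-expressing cells, plated overnight in medium with 10% serum, were loaded with fluo-8 calcium dye at room temperature. After a 10 s baseline, library compound was pin-added and calcium release was recorded kinetically (ex 480/em 530) as agonist response.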
APE1 inh = APE1 (human) endonuclease inhibition. P27695. Potency, µM (doses to about 65.8 µM), inactives show top-dose activity change, negative = inhibition, actives largely listed as inhibitors. 350,000 tested, 0.35% active. AID 2517. recombinant APE1, TAMRA/BHQ-2 abasic DNA cleavage fluorescence;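 also: potency is read from the fitted curve at half-maximal effect; plate controls were vehicle for no effect and reference inhibitor for full effect; nearly all actives have a fitted effect of over 55% in size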
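Incision of a quenched TAMRA/BHQ-2 THF abasic-site duplex (50 nM) by 0.75 nM APE1, after 15 min compound preincubation, measured as fluorescence increase over three 60 s reads. Values normalized to buffer, DMSO and NSC13755 control wells.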
Pol kappa inh = DNA polymerase kappa (human) inhibition | Potency, µM (doses to about 107 µM), for inactives: at the top dose activity, negative = inhibition, hits mostly inhibitors | 400,000 tested, 0.53% active | purified Pol kappa, fluorescent DNA synthesis assay, 10 min | Q9UBT6; also: potency is read from the fitted curve at half-maximal effect; % is scaled to controls: 0 for no effect and ±100 for the full control effect
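Inhibition of 10 nM Pol kappa is measured by a fluorescent read-out at 0 and 10 min following addition of 50 nM substrate (final), with a 15-min room-temperature compound preincubation.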
12-LOX inh = inhibitors of human 12S-lipoxygenase ALOX12. P18054. purified 12hLO, xylenol orange hydroperoxide absorbance. Potency, µM (series often up to 108 µM), for the others: at the highest dose activity change, negative = inhibition, usual class: inhibitors. 580,000 tested, 1.1% active. AID 1671190; also: potency is read from the fitted curve at half-maximal effect; % is scaled to controls: 0 for no effect and ±100 for the full control effect
Target sequence (P18054 whole entry, looked up): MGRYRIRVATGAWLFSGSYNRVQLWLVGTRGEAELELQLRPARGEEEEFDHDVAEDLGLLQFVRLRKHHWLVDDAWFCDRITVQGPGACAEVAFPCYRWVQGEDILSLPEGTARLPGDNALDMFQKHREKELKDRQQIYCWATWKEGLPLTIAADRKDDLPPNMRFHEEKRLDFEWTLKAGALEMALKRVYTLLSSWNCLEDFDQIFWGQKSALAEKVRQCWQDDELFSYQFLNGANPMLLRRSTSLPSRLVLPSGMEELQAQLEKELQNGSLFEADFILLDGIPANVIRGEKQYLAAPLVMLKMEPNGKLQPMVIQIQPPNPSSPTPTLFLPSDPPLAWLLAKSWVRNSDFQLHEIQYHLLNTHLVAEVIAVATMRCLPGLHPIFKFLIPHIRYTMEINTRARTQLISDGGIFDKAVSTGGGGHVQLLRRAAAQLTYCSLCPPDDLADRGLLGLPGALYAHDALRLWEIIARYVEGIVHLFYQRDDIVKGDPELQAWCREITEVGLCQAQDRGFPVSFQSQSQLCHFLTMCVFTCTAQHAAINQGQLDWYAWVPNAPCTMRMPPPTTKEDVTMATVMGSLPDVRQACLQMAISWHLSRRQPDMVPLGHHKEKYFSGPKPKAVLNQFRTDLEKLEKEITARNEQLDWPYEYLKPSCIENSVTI
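Purified human 12hLO at 150 nM in 25 mM Hepes, 0.01% Triton X-100, pH 7.0, preincubated 15 min at room temperature with compound. Reaction started with 40 uM arachidonic acid, 30 min at room temperature. Hydroperoxide measured by Fe-xylenol orange, 573/405 nm absorbance ratio.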
Anesthetic bind = candidate novel general anesthetic via apoferritin binding; P02791; apoferritin/1-aminoanthracene competitive binding, fluorescence; Potency, µM (top dose mostly 77.5 µM), without a hit: at the highest dose activity change, negative = displacement, most hits filed as inhibitors; 350,000 tested, 0.074% active; AID 485281; also: potency is read from the fitted curve at half-maximal effect; % is scaled to controls: 0 for no effect and ±100 for the full control effect; nearly all actives have a fitted effect of over 20% in size
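Concentration-response curves derived by four-parameter Hill fitting of normalized fluorescence, where compounds displaced 1-AMA from 10 uM horse apoferritin following a brief 10 min room-temperature incubation; propofol titration acted as positive control.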
ERG Ets-DNA blk = inhibitors of human ERG Ets domain-DNA interaction; 370,000 tested, 0.028% active; Potency, µM (highest dose often 76.9 µM), inactives show at the highest dose FP activity, negative = inhibition, most hits filed as inhibitors; fluorescence polarization, His-ERG Ets domain / labelled DNA; active = well fitted inhibition curve with a large enough effect in the polarisation, with a control signal flat; inconclusive = small, poorly fitted or top-dose-only effect, or effect the other way, or a change in a side signal; inactive = no such curve, though single readings can be large or run the other way; the % refers to the polarisation;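 also: polarization taken with two DNA probes labelled with fluorescein and Texas red; potency is read from the fitted curve at half-maximal effect; % of control where 0% means no effect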
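His-tagged ERG Ets domain (1 uM in the protein solution; 300mM KCl, 50mM Tris-HCl, 1mM EDTA, 1mM DTT, pH 7.5) received compound, then a probe mix of 5 nM fluorescein-DNA and 100nM Texas-615-DNA. Fluorescence polarization was read for both dyes.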
An asterisk follows results filed as active; ? = inconclusive; . = no result given; [ ] = remark or other dose. Unless noted, calls follow the shape of the dose curve; as a rule, active = well fitted curve in the direction sought with a large enough effect; inconclusive = small, poorly fitted or top-dose-only effect, or another doubt; inactive = no such curve, though single readings can be large; an effect the other way counts as inactive or inconclusive.

Order of values: Pol beta inh | Pol iota inh | BLM helicase inh | TRHR ag | APE1 inh | Pol kappa inh | 12-LOX inh | Anesthetic bind | ERG Ets-DNA blk
CCOC(=O)c1c(-c2ccccc2)oc2ccc(OC(C)=O)cc12
 : 24% | -5% | -9% | 0.1 | -3% | -11% | 18% | -21% | .
Cc1ccc2c(c1)C=CC(C)(C)S2(=O)=O
 : -4% | 11% | 5% | 0.1 | 2% | -12% | -17% | -11% | -9%
COc1cccc(C2/C(=C(/O)c3ccccc3)C(=O)C(=O)N2Cc2ccco2)c1 (stereo not drawn)
 : -13% | -29% | 2% | 0.3 | ? | -10% | ? | -10% | 15%
COc1ccc(C2CC(c3ccccc3)=NN2c2ccc(/C=N/NC(=O)c3ccncc3)cc2)cc1 (stereo not drawn)
 : 2% | -3% | -6% | 9.3 | -3% | 7% | -1% | -5% | -1%
CCOC(=O)c1ccc2[nH]c(C)c(CCC(C)=O)c(=O)c2c1
 : 25% | 18% | -2% | -1.0 | -7% | -3% | 2% | 3% | .
CCCN(CCC)C(=O)CC(c1ccccc1)c1cc(C)ccc1O (stereo not drawn)
 : 9% | -28% | -1% | -0.6 | -4% | -7% | 3% | -22% | -3%
O=S(=O)(c1ccc2c(c1)OCCO2)N1CCC(n2nnc3cc(F)ccc32)CC1
 : 7% | -1% | -2% | 0.9 | 2% | -14% | 0% | -10% | 2%
COc1ccccc1NCC(=O)Nc1cc(S(=O)(=O)N2CCOCC2)ccc1N1CCOCC1
 : -1% | 176%[activator] | -3% | 0.0 | 0% | -16% | 6% | -6% | -7%
COc1ccc(S(=O)(=O)N(CCc2ccccc2)CC(N)=O)cc1
 : 1% | 26% | 3% | 2.0 | 5% | -3% | 1% | -7% | -6%
Cc1cc(NC(=S)NC(=O)c2ccccc2)ccc1-c1cc2ccccc2oc1=O
 : -12% | 15% | -4% | 0.0 | 0% | -10% | ? | -5% | 2%
COCCn1c(SCC(=O)N2CCCCC2)nc2c(c1=O)SC(C)C2 (stereo not drawn)
 : 0% | -4% | -2% | 0.0 | 33% | -2% | 0% | -5% | 3%
COc1ccc(-c2[nH]ncc2CN2CCC(N3CCSCC3)CC2)cc1F
 : 3% | 48%[activator] | 1% | 0.1 | 9% | -7% | -12% | 5% | 4%
Cc1cccc(C(=O)Nc2ccccc2OCc2cc(=O)n3cc(C)ccc3n2)c1
 : 3% | 4% | -6% | -0.3 | . | -7%[60.1 µM] | -5% | -4% | 6%
CCN(CC)S(=O)(=O)c1ccc(NC(=O)CSc2cccc[n+]2[O-])cc1
 : 23% | -3% | 3% | 0.6 | 14% | -9% | -6% | -14% | 4%
CC1(c2ccc(OC(F)F)cc2)NC(=O)N(CC(=O)Nc2cccc(S(N)(=O)=O)c2)C1=O (stereo not drawn)
 : -7% | -11% | -3% | 0.2 | -12% | 4% | 5% | -12% | 6%
CSC(=S)N/N=C/c1ccccc1
 : -1% | 55%[activator] | -4% | 0.1 | -2% | -6% | -28% | ? | 0%
COc1cccc(CN=c2c([N+](=O)[O-])nn(-c3ccccc3C)n2O)c1
 : 19% | 16% | -9% | -0.3 | 4% | -9% | -4% | -17% | -10%
Cc1ccc(-c2noc(CSc3nc(N)cc(N)n3)n2)cc1
 : -1% | -1% | -4% | 0.0 | -4% | -13% | -36% | 4% | 0%
CCC1(c2ccc(F)cc2)NC(=O)N(CC(=O)NCc2ccccc2Cl)C1=O (stereo not drawn)
 : 4% | -27% | -3% | -0.6 | 20% | 3% | -1% | 1% | -1%
O=C(O)c1ccccc1NS(=O)(=O)c1cccc2cccnc12
 : 25% | -15% | 2% | 0.5 | -2% | -5% | 221%[activator] | 2% | 9%
CCc1ccc(NC(=O)CC2C(=O)NCCN2C(=S)Nc2ccccc2)cc1 (stereo not drawn)
 : 1% | 10% | -10% | 0.8 | -2% | -6% | -28% | ? | 1%
CCCCOCCCNC(=O)c1ccc([N+](=O)[O-])c(C)c1
 : ? | 10% | -1% | -0.5 | -4% | -7% | -5% | -12% | -3%
O=C(NC1=NCCS1)C12CC3CC(C1)CC(C(=O)NC1=NCCS1)(C3)C2
 : -26% | -1% | 1% | 1.7 | -5% | 0% | 4% | -3% | 4%
CN(C)S(=O)(=O)c1cccc(NC(=O)c2cc3ccccc3o2)c1
 : -1% | -5% | -9% | -0.5 | 9% | 0% | -6% | ? | -5%
CCCS(=O)(=O)N1CCN(Cc2ccco2)CC1
 : 5% | -11% | 3% | 0.0 | 4% | -4% | ? | -6% | -4%
CCOc1ccc(N(C(=O)c2ccc(C)cc2)S(=O)(=O)c2ccc3c(c2)n(C)c(=O)n3C)cc1
 : -13% | -4% | -23% | 0.5 | . | -19% | -16% | ? | 10%
Cc1ccc(C(=O)NCC(=O)N2CCC(Cc3ccccc3)CC2)cc1
 : 23% | 55%[activator] | -3% | -2.0 | 41% | -1% | -18% | -4% | 1%
CCCn1nnnc1NCc1ccc(SC)cc1
 : -11% | 1% | -2% | -0.7 | 26% | 4% | 272%[activator] | 2% | -21%
CCN(CC)c1ccc(NC(=O)COC(=O)CCC(=O)c2ccc(F)cc2)cc1
 : 1% | 6% | -2% | -0.7 | 6% | 4% | ? | -23% | -1%
COc1ccc2c(c1)S(=O)(=O)c1ccccc1N2
 : ? | 16% | -1% | -0.6 | 2% | -20% | -16% | -3% | -2%

The results go on:
Order of values: Pol beta inh | Pol iota inh | BLM helicase inh | TRHR ag | APE1 inh | Pol kappa inh | 12-LOX inh | Anesthetic bind | ERG Ets-DNA blk
COc1ccc(CONS(=O)(=O)c2ccc(NC(C)=O)cc2)cc1Cl
 : 16% | -3%[58.9 µM] | 0% | 0.8 | -1% | -1% | -18% | -13% | -14%
COc1ccc(NC(=O)CSc2nnc(-c3ccccc3Cl)n2Cc2ccco2)c(OC)c1
 : 4% | -8% | -13% | -0.8 | 2% | -9% | ? | -12% | -1%
O=C1NC(=S)S/C1=C\c1coc2ccccc2c1=O
 : 17% | ? | -3% | 1.9 | 6% | -3% | -26% | -12% | 76%[activator]
COc1cc(OC)c(NC(=O)c2cc3ccccc3cc2O)cc1Cl
 : . | -7% | . | . | . | -12% | -10% | . | 0%
COc1ccc(C2(CNC(=O)C(=O)Nc3ccc(F)cc3)CCCC2)cc1OC
 : 8% | -12% | -7% | 1.0 | . | -9% | 4% | 0% | 9%
C#CCOCCOCCOCCNc1nc(N2CCN(C(=O)CCCCCCCCCCNC(=O)Cn3cc(CCCCCN)nn3)CC2)nc(N2CCN(C(=O)CCCCCCCCCCNC(=O)Cn3cc(CCCCCN)nn3)CC2)n1
 : . | ? | . | 4.8 | -5% | -14% | . | . | 11%
COc1cc(C(=O)N2CCN(C(=O)COc3cccc(C)c3)CC2)cc(OC)c1OC
 : 8% | -1% | 0% | -1.1 | . | 3% | -11% | 31%[activator] | 6%
CCCCn1nc2cc(C(=O)NCc3cc(C(F)(F)F)cc(C(F)(F)F)c3)ccc2c1OCC
 : 6% | 5% | -5% | 0.6 | -1% | -18% | 8% | -10% | -3%
Cn1nc(C(F)(F)F)cc1C(=O)O
 : -8% | 24% | -5% | 0.7 | 3% | -17% | 0% | -4% | 11%
Cc1ccc(C(O)P(=O)(OC(C)C)c2ccc(N(C)C)cc2)cc1 (stereo not drawn)
 : -1% | 56%[activator] | -1% | 0.4 | 3% | 2% | 0% | -6% | 6%
CC(C)NC(=S)NNc1nc2ccccc2s1
 : 1% | 41%[activator] | -2% | -0.2 | 6% | 2% | ? | -9% | 2%
CN(C)c1ccc(N/C=C/C(=O)c2ccccc2)cc1
 : 3% | -4% | -14% | -0.7 | 16% | -18% | -7% | 5% | 0%
COC(=O)CSc1nnc(C)n1-c1ccc(C)cc1
 : 3% | 10% | -1% | 0.4 | -1% | -4% | 0% | -5% | -3%
O=C1CN(c2nc(-c3cccnc3)nc3scc(-c4ccccc4)c23)CCN1
 : -2% | 20% | -4% | 0.4 | 5% | 6% | -1% | ? | -3%
CC(C)CC(=O)Nc1ccc2nc(SCC(=O)N3CCc4ccccc43)sc2c1
 : -15% | -4% | -4% | 0.0 | . | -16% | -13% | -2% | 1%
Cc1ccc2c(c1)c1c(c(=O)n(-c3ccccc3)c(=O)n1CC(=O)c1ccc(Cl)cc1)n2C
 : 5% | 10% | -2% | -1.0 | . | -11% | -13% | 36%[activator] | -1%
CN(C)c1ccc(NC(=O)C[n+]2ccccc2)cc1
 : -5% | 34%[activator] | 48%[activator] | 0.2 | 3% | -16% | 56%[activator] | -3% | -2%
O=C(/C=C/c1ccco1)NC(=S)Nc1ccccc1Br
 : -9% | 25µM* | -4% | 0.6 | -9% | 50µM* | ? | 1% | 22%
COc1cccc(N2CCN(C(=S)Nc3ccc(C)cc3C)CC2)c1
 : 15% | -10% | -1% | -0.2 | 9% | 2% | 14% | 1% | 1%
Cc1c(CNCCCc2ccccc2)c(C(=O)O)c(C)n1Cc1ccc(Cl)cc1
 : 22% | 15% | 3% | 0.7 | . | 2% | ? | -18% | -1%
O=C(NCc1cccnc1)c1cc(-c2cccs2)on1
 : 65% | 19% | 1% | 0.0 | 11% | -16% | 0% | -11% | 6%
O=C(O)Cn1c(SCc2ccccc2)nc2ccccc21
 : 1% | 2% | 2% | 0.4 | -5% | -1% | 0% | -5% | 2%
O=C(CN1C(=O)c2ccccc2C1=O)Oc1ccc(F)cc1
 : 20% | . | -5% | 0.6 | 51%[activator] | . | . | 3% | .
CC1CN(C(=O)CCNC(=O)c2ccccc2Cl)CC(C)O1 (stereo not drawn)
 : 16% | 18% | 0% | 0.6 | 0% | -9% | -7% | 0% | -10%
Cc1c(NC(=O)CN2C(=O)c3cccc4cccc2c34)c(=O)n(-c2ccccc2)n1C
 : 0% | 0% | -16% | 0.0 | -4% | 7% | -6% | 31%[activator] | 0%
CC1(C)CC(=O)C(C(=O)c2ccccc2)C(=O)C1
 : 5% | 145%[activator] | -7% | -0.1 | 4% | -4% | -11% | -1% | 3%

A portion of the library; the hit share may differ from the screen's.
